S1P4 ag: activates the human S1P4 receptor; O95977; S1P4-expressing cell line, agonist reporter assay; activation, % at 4.98 µM; actives 0.35% (n = 220,000); AID 1509; in the data active means activation above about 11%;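 further: 0% = DMSO vehicle and 100% = reference agonist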
NPY Y1 blocker: NPY-Y1 (human) receptor antagonism. HEK293-CNG Y1 cells, membrane potential fluorescence; NPY at EC95, then isoproterenol. inhibition, % at 3.6 µM. AID 1040. P25929. actives 1% (n = 200,000);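 active means inhibition above the campaign mean inhibition of all tested compounds plus 3 SD, cut at about 20% in these data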;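 further: 0% = DMSO wells given NPY plus isoproterenol and 100% = isoproterenol alone without NPY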
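Test system – HEK293 Y1/CNG channel cell line · Also added – NPY agonist 25 nM, then isoproterenol 1 µM plus Ro 20-1724 25 µM · Compound dosing – one concentration, 3.6 µM, in 0.4% DMSO · Schedule – compound incubation 1 h at room temperature, readout 45 min post-stimulation · Technique – fluorescence, membrane potential probe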
NPY1 pot ag: human NPY-Y1 potentiation or agonism, primary screen. actives 0.37% (n = 220,000). activation, % at 3.6 µM. NPY-Y1 expressing cells, potentiator/agonist activation; in the data active means activation above about 33%, passing the limit was not always enough;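 further: cells stimulated with NPY at EC10 then isoproterenol at EC100; 0% = low agonist plus stimulus and 100% = saturating agonist plus stimulus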
NPY2 pot ag: human NPY-Y2 potentiation or agonism, primary screen; P49146; cells expressing NPY-Y2, potentiator/agonist read-out; actives 0.45% (n = 220,000); activation, % at 3.6 µM; AID 1359; in the data active means activation above about 27%;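 further: cells stimulated with NPY near EC25 plus isoproterenol at EC100; 0% = vehicle plus submaximal agonist and 100% = vehicle plus saturating agonist; some results beyond the cut were filed as inactive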
eIF4E-4G inh: blocks eIF4E binding to eIF4G | P63073+Q04637 | TR-FRET eIF4E-eIF4GI(517-606) binding, 2 h | inhibition, % at 21.7 µM | actives 0.37% (n = 220,000) | AID 782;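 active means inhibition above about 30%, limit read from the data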;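 further: 0% = full FRET control wells and 100% = background wells lacking eIF4GI fragment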
EP2 mod: EP2 receptor (human) modulation | P43116 | EP2-expressing cells, cAMP HTRF FRET, PGE2 co-stimulation | induction, % at 25 µM | actives 0.83% (n = 260,000) | AID 940;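 active means compounds whose cAMP rise, as percent of the full-agonist control response, exceeds 60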;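 further: rat C6 glioma line stably carrying human EP2 under a CMV promoter; the protocol text gives 20 µM as final concentration; 100% = response of wells given 1 µM PGE2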
EP2 antag: EP2 receptor (human) inhibition; P43116; C6 glioma cells expressing human EP2, cAMP TR-FRET; cells stimulated with saturating PGE2; inhibition, % at 25 µM; actives 0.52% (n = 260,000);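 active means percent inhibition above 40 after rounding to a whole number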;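 further: rat C6 glioma host cells with rolipram phosphodiesterase inhibitor present; the protocol text gives 20 µM as final concentration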
S1P4 antagonist: blocks the human S1P4 receptor. inhibition, % at 4.98 µM. actives 0.26% (n = 220,000). AID 1510. O95977. S1P4-expressing cells, antagonist mode, reporter read-out; in the data active means inhibition above about 29%;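 further: 0% = wells stimulated with agonist and 100% = vehicle wells without agonist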
p97 inhibitor: human p97 ATPase inhibition. recombinant p97 ATPase, Kinase-Glo ATP luminescence, 3 h. inhibition, % at 8 µM. actives 0.42% (n = 220,000). AID 1481; in the data active means inhibition above about 15%;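 further: 0% = DMSO vehicle and 100% = wells lacking enzyme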
Starred values were filed as active, the others as inactive; x = no result given; & = joins results of further samples; [ ] = dose if it differs, or a comment.

SMILES	S1P4 ag	NPY Y1 blocker	NPY1 pot ag	NPY2 pot ag	eIF4E-4G inh	EP2 mod	EP2 antag	S1P4 antagonist	p97 inhibitor
COc1ccc(C2(CNC(=O)c3ccccc3[N+](=O)[O-])CCOCC2)cc1	1.8	1	14	4	-5	10	5	-13	5
CCOC(=O)C(NC(=O)c1ccccc1)(OCC1(CC)COC1)C(F)(F)F (configuration not stated)	0.5	-7	5	13	-4[fluorescence artefact?]	26	16	-9	3
COc1ccc(-c2ccc(C#N)c(SCC(=O)NC3CC3)n2)cc1OC	1.8	x	-3	-10	8	19	13	-3	-6
CCCCN1C(=O)C(O)(CC(=O)c2ccco2)c2cc(Br)ccc21 (configuration not stated)	0.1	7	11	5	10	51	8	-2	-1
Cc1c(N=Cc2nc3ccccc3n2C)c(=O)n(-c2ccccc2)n1C	-1.0	-2	13	-11	0[fluorescence artefact?]	0	4	3	-11
O=C(Nc1cccc(F)c1)c1ccc2c(c1)OCO2	0.5	-1	-21	4	3	-19	10	-15	-4
O=C(Nc1ccc(F)cc1)Nc1ccccc1C(=O)NCCN1CCNC1=O	1.4	x	-25	-13	3	-7	7	25	-4
CSc1nc(NCCCO)c2c3c(sc2n1)CN(C)CC3	-0.5	x	3	6	-5	4	7	-11	10
CCNC(=O)NC(=O)COC(=O)c1cccc(NS(=O)(=O)/C=C/c2ccccc2)c1	-0.9	1	18	-9	-6	2	3	-6	-2
c1ccc(-c2cc(-c3ccc(N4CCOCC4)cc3)nc3ccccc23)cc1	1.5	1	-19	2	15[fluorescence artefact?]	1	9	-32	3
O=C1c2ccccc2C(O)(c2ncc[nH]2)N1CCc1ccccc1 (configuration not stated)	0.6	3	4	-2	-12	5	-2	6	1
Cc1nc2nc3c(cn2n1)C(=O)CC(C)(C)C3	-0.4	-1	-2	-2	1[fluorescence artefact?]	-10	4	-7	10
CN1CCc2c(OCC(=O)N3CCCc4ccccc43)cccc2C1=O	0.5	-3	5	-19	2	-12	4	0	2
Cc1ccc([N+](=O)[O-])cc1N(CC(=O)N1CCCCC1)S(C)(=O)=O	1.0	14	-10	-7	2	6	7	-16	-5
CCOC(=O)c1ccc(NC(=O)NC2CC3CCC(C2)N3Cc2nnnn2Cc2ccco2)cc1 (configuration not stated)	-0.6	-4	13	2	-1	-40	18	-32	0

One compound at a time, from the list above.
`Cc1ccc([N+](=O)[O-])cc1N(CC(=O)N1CCCCC1)S(C)(=O)=O` as listed: S1P4 ag: 1.0; NPY Y1 blocker: 14; NPY1 pot ag: -10; NPY2 pot ag: -7; eIF4E-4G inh: 2; EP2 mod: 6; EP2 antag: 7; S1P4 antagonist: -16; p97 inhibitor: -5
`CCCCN1C(=O)C(O)(CC(=O)c2ccco2)c2cc(Br)ccc21` (configuration not stated) as listed: S1P4 ag: 0.1; NPY Y1 blocker: 7; NPY1 pot ag: 11; NPY2 pot ag: 5; eIF4E-4G inh: 10; EP2 mod: 51; EP2 antag: 8; S1P4 antagonist: -2; p97 inhibitor: -1

Remaining list, next part.
SMILES	S1P4 ag	NPY Y1 blocker	NPY1 pot ag	NPY2 pot ag	eIF4E-4G inh	EP2 mod	EP2 antag	S1P4 antagonist	p97 inhibitor
COC(=O)C/C=C/[C@@H](C)[C@@H](/C=N/OC[C@H]1O[C@H](c2ccccc2)C=C[C@@H]1Oc1ccc(OC)cc1)NS(=O)(=O)c1ccc(C)cc1	0.2	3	-16	2	3	38	x	11	-3
COC(=O)c1c(C)[nH]c(C(=O)/C=C/c2ccc(C)cc2)c1C	0.5	x	1	-5	-3	4	10	-23	0
Cc1ccc(-c2ccc(C(=O)NCc3ccccc3)o2)c2ccccc12	-0.5	-2	-10	-12	6	-10	13	4	3
CCc1nc2c(c(=O)c3ccccc3n2C)c(=O)n1CCc1ccc(OC)cc1	0.8	-4	-11	-14	0	-9	9	9	7
COC(=O)CC1C(=O)NCCN1C(=O)NC1CCCCC1 (configuration not stated)	-0.4	3	16	2	4	1	17	-22	7
CCC(CC)C(=O)OCC(=O)Nc1ccc(S(=O)(=O)N2CCOCC2)cc1OC	-1.7	2	-5	-5	-4[fluorescence artefact?]	1	5	-15	-2
COc1ccc(C(=O)Nc2ccc3c(c2)nc(CN2CCN(C(C)=O)CC2)n3C)cc1	0.2	-1	-8	-10	-1	6	7	-20	-2
CN(Cc1nc(Cc2ccccc2F)no1)[C@@H]1CS(=O)(=O)C[C@H]1O	2.0	-7	15	-4	0	4	6	6	4
CC(C(=O)Nc1cccnc1)N1C(=O)c2ccccc2C1=O (configuration not stated)	-0.5	-5	5	12	-3	15	17	-5	8
O=C(NNc1ccc(-c2csnn2)cc1)c1ccccc1C(F)(F)F	0.7	x	14	21	-4	-12	13	-17	7
COC(=O)C1=C(C)N(c2ccc(C)c(C)c2)/C(=C/c2ccc(O)cc2)C1=O	0.3	2	5	-13	6	-34	9	-14	2
Cc1ccc(C(=O)C2=C(O)C(=O)N(Cc3ccccc3)C2c2cccnc2)o1 (configuration not stated)	-0.5	12	9	14	6	61*	17	-4	3
COc1cccc(OC)c1C(=O)N1CCN(c2ccccn2)CC1	2.3	-1	-2	2	6[fluorescence artefact?]	-9	12	-13	-2
O=C(Oc1ccc2c(=O)c(Cl)coc2c1)c1ccncc1	1.1	5	-32	-1	12	26&-3	7&10	12	0
CCOC(=O)N1CCN(C(=O)CCn2nc(-c3ccc(Cl)cc3)ccc2=O)CC1	-0.2	-4	-9	-12	-7	-1	16	-15	-6
Cc1ccc(C)c(OCCn2c(=O)c3c(ncn3C3CCCC3)n(Cc3ccccc3)c2=O)c1	-0.9	2	-8	-7	-8	53	5	-13	-11
O=C(NCC(=O)N(Cc1cccs1)C(C(=O)NC1CCCCC1)c1ccncc1)c1ccco1 (configuration not stated)	0.0	2	-6	-11	4	20	11	-4	2
COc1ccccc1NC(=S)N1CCN(c2nc(-c3ccccc3)cs2)CC1	-0.2	3	7	-1	-1	-63	25	-5	4
Cc1cccc(C)c1NC(=O)COC(=O)CCC(=O)c1cccs1	-0.6	1	-9	5	-5	11	2	6	3
CCOc1cc(N2CCOCC2)c(OCC)cc1NC(=O)CSc1ncn[nH]1	0.0	1	9	6	4	-31	3	-28	3
Cc1cc2ccccc2c(=O)n1CC(=O)Nc1ccc2c(c1)OCO2	0.4	-3	-20	-6	1	12	14	-16	-1
O=[N+]([O-])c1ccc(N=Nc2ccc(O)cc2O)cc1	1.5	-4	31	-1	-17[fluorescence artefact?]	-59	15	-2	0
COc1cc(C)c(C(N)=O)c(OC)n1	-0.3	-1	15	11	-1	19	12	-5	5
Cc1cccc(N(Cc2cc3ccccc3[nH]c2=O)C(=O)c2cccs2)c1	2.1	x	9	-5	2	32	6	-12	-5
CCN(CC)CCOc1c(C)cccc1Cl	0.9	4	13	12	5	-26	6	-9	2
Cc1c(/C=N/NC(=O)c2cccs2)c2ccccc2n1Cc1ccccc1Cl	0.8	x	15	5	-2	20	5	-19	-2
COCCNC(=O)C(c1ccco1)N(C(=O)Cn1nnc2ccccc21)c1cc(C)ccc1C (configuration not stated)	1.3	5	7	6	4	29	8	-13	2
Cc1ccc(C(=O)Nc2nc3ccccc3s2)s1	-1.4	1	5	13	5	-4	x	-12	-4
NS(=O)(=O)c1ccc(CCNC(=O)Nc2ccc(Cl)cc2)cc1	-0.6	-4	2	14	-2[fluorescence artefact?]	-19	13	-6	5
Cc1ccc2c(c1)C(c1ccccc1)N(C(=O)C(C)C)CC(=O)N2 (configuration not stated)	1.1	0	-7	-8	0[fluorescence artefact?]	28	9	-16	-8
CC(=O)NC(Cc1cccc(F)c1)C(=O)NC1CCN(C(=O)c2ccc(C)cc2)CC1 (configuration not stated)	-0.2	2	-3	0	0	13	0	4	-3
O=C(Nc1ccccc1)Nc1ccccc1NS(=O)(=O)c1cccs1	2.5	3	3	2	3	3	11	9	7
CC(=O)Oc1ccc2c(c1)cc(C)n2C	0.4	7	7	6	1	17	9	-2	2
CCOC(=O)/C(C#N)=C\c1ccco1	1.0	2	-10	9	4	34	1	-9	5
CC(=O)c1c(C(C)=O)c(C)n(-c2ccc(N)c(C)c2)c1C	0.3	6	14	11	-2	20	10	-8	-2
CCc1ccc(NC(=O)C(=O)NCC(O)c2ccccc2)cc1 (configuration not stated)	-0.2	-2	-3	2	-6	5	14	2	0
Cc1ccc(Nc2nc(Cl)c(C=O)s2)cc1	2.5	x	15	12	2	11	3	9	10
O=C(CSC1CS(=O)(=O)c2cc([N+](=O)[O-])ccc21)NNC(=O)c1ccccc1 (configuration not stated)	-0.1	x	-27	-39	-2	-13	6	18	-1
CC(=O)C1=C(c2ccccc2)NC(=S)NC1c1cc(Cl)c(OC(C)C)c(Cl)c1 (configuration not stated)	-0.1	11	-9	-7	1[fluorescence artefact?]	20	5	-19	1
Cc1ccc(-n2nnnc2-c2cnc(-c3cccnc3)nc2C(F)(F)F)cc1	-0.3	1	-2	-6	-2	-49	3	-2	-1
CCOc1ccc(OCC)c(NC(=O)CSc2nnnn2CC)c1	1.2	-4	0	-4	1	17&32	9&5	-8	0
Cc1ccc(/C=C/C(=O)NCc2ccc3c(c2)OCO3)o1	0.9	7	16	-4	-6	-35	7	-10	1
O=C(O)CCC(=O)CCC(=O)c1ccc(Cl)cc1	0.9	4	-3	1	-5	19	4	-5	1
O=C(CN(Cc1ccccc1)C1=NCCS1)c1ccccc1	-0.3	15	-20	13	-1	10	15	-3	1

Filtered by structure: the entries above containing a Cl atom
SMILES	S1P4 ag	NPY Y1 blocker	NPY1 pot ag	NPY2 pot ag	eIF4E-4G inh	EP2 mod	EP2 antag	S1P4 antagonist	p97 inhibitor
O=C(Oc1ccc2c(=O)c(Cl)coc2c1)c1ccncc1	1.1	5	-32	-1	12	26&-3	7&10	12	0
CCOC(=O)N1CCN(C(=O)CCn2nc(-c3ccc(Cl)cc3)ccc2=O)CC1	-0.2	-4	-9	-12	-7	-1	16	-15	-6
CCN(CC)CCOc1c(C)cccc1Cl	0.9	4	13	12	5	-26	6	-9	2
Cc1c(/C=N/NC(=O)c2cccs2)c2ccccc2n1Cc1ccccc1Cl	0.8	x	15	5	-2	20	5	-19	-2
NS(=O)(=O)c1ccc(CCNC(=O)Nc2ccc(Cl)cc2)cc1	-0.6	-4	2	14	-2[fluorescence artefact?]	-19	13	-6	5
Cc1ccc(Nc2nc(Cl)c(C=O)s2)cc1	2.5	x	15	12	2	11	3	9	10
CC(=O)C1=C(c2ccccc2)NC(=S)NC1c1cc(Cl)c(OC(C)C)c(Cl)c1 (configuration not stated)	-0.1	11	-9	-7	1[fluorescence artefact?]	20	5	-19	1
O=C(O)CCC(=O)CCC(=O)c1ccc(Cl)cc1	0.9	4	-3	1	-5	19	4	-5	1

Compound activity from PubChem.

Some of the compounds tested, so the mix of outcomes need not match the whole.
